mIDH1 inhibitor: qHTS for Inhibitors of mutant isocitrate dehydrogenase 1 (IDH1): qHTS; Isocitrate dehydrogenase [NADP] cytoplasmic (Homo sapiens), O75874; IDH1-R132H enzyme, NADPH consumption, diaphorase/resazurin fluorescence; Potency, µM (doses to about 76.6 µM), for the others: top-dose activity change, negative = inhibition, hits mostly inhibitors; hit rate 0.093% among 390,000; AID 602179, 2012; note: potency is the fitted concentration of half-maximal effect; % is set by controls: 0 for no effect and ±100 for the full control effect; nearly all actives have a fitted effect of over 65% in size
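IDH1-R132H (0.5 ug/mL dispensed) in pH 7.5 Tris buffer was preincubated 30 min with compound, then given a substrate mix of 0.016 mM NADPH and 2 mM alpha-KG for 80 min at room temperature; remaining NADPH was read by diaphorase/resazurin fluorescence.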
TrxR1 substrate: qHTS Assay for Substrates of Mammalian Selenoprotein Thioredoxin Reductase 1 (TrxR1): qHTS. Potency, µM (titrated, usually from 114 µM), without a hit: at the top dose activity change, negative = substrate turnover. hit rate 0.01% among 390,000. purified TrxR1 substrate turnover, NADPH consumption readout. Thioredoxin reductase 1, cytoplasmic (Rattus norvegicus), O89049; note: potency is the fitted concentration of half-maximal effect; % is set by controls: 0 for no effect and ±100 for the full control effect; nearly all actives have a fitted effect of over 50% in size
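Rat TrxR1, dispensed at 90 nM, was prereduced with 400 uM NADPH (final) for 5 min at ~22 deg C, then incubated with compound 15 min before 400 uM selenite. A first-read NADPH fluorescence drop versus no-compound background flagged substrates.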
Glioma ERSR ind: qHTS for Inducers of the Endoplasmic Reticulum Stress Response (ERSR) in Human Glioma: qHTS | Potency, µM, for inactives: top-dose activation, hits mostly activators | AID 602332, 2012 | hit rate 0.02% among 420,000 | U87-MG GRP78 promoter luciferase reporter, 16 h; note: potency is the fitted concentration of half-maximal effect; series mostly up to about 76 µM; % of control where 0% means no effect; nearly all actives have a fitted effect of over 35% in size
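Stably transfected U87-MG human glioma cells carrying a GRP78-based luminescent sensor were seeded at 1000 cells/well, pin-dosed with compounds and incubated 16 h. Luciferase reagent was then added, and end-point luminescence was read after 10 min at room temperature.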
LDHA inh: qHTS assay for inhibitors of human lactate dehydrogenase | AID 1347041, 2019 | activity change, % (values are at about 110 or 230 µM) | hit rate 0.15% among 480,000 | purified LDHA, NADH/diaphorase-resazurin fluorescence; hits give low values | L-lactate dehydrogenase A chain (Homo sapiens), P00338; in the data active = activity change below about -30%; inconclusive = mostly about -25% to -30%;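 note: plate controls were DMSO wells for no effect and wells without enzyme for full effect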
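Enzyme activity of human lactate dehydrogenase 5 (2 nM; 0.06 mM NADH, 0.2 mM pyruvate, 5 min, RT) is measured via a resazurin/diaphorase fluorescence readout of residual NADH.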
RXFP1 agonist: qHTS Assay for Agonists of the Relaxin Receptor RXFP1 | Relaxin receptor 1 (Homo sapiens), Q9HBX9 | HEK293T-RXFP1 cAMP TR-FRET, 30 min; response scale: percent of porcine relaxin response, buffer zero | Potency, µM (series often up to 57.5 µM), for inactives: at the highest dose activation, most hits filed as activators | hit rate 0.3% among 370,000 | AID 2676, 2010; note: potency is the fitted concentration of half-maximal effect; % is set by controls: 0 for no effect and ±100 for the full control effect; nearly all actives have a fitted effect of over 60% in size; many of its hits are not listed in these tables
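cAMP rise read by TR-FRET after 30 min, 37C compound exposure (up to 58 uM) in RXFP1-transfected HEK293 cells with Ro 20174 present. EC50 from Hill-equation fits, with 29 nM porcine relaxin as 100% and buffer as basal.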
USP1-UAF1 inh: Inhibitors of USP1/UAF1: Primary Screen | recombinant USP1/UAF1, Ub-Rhodamine cleavage fluorescence | hit rate 0.23% among 390,000 | Ubiquitin carboxyl-terminal hydrolase 1 (Homo sapiens), O94782 | Potency, µM (top dose mostly 57.1 µM), for inactives: at the top dose activity change, negative = inhibition, actives largely listed as inhibitors; note: potency is the fitted concentration of half-maximal effect; % is set by controls: 0 for no effect and ±100 for the full control effect; nearly all actives have a fitted effect of over 60% in size; inactives centre near -12
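1 nM enzyme complex + cpd, 15 min RT; start with Ub-Rho 150nM final; kinetic fluorescence ex 480/em 540, 6 reads q60 s. Buffer 50mM HEPES pH 7.8, 0.5mM EDTA, 0.1 mg/ml BSA, 1mM TCEP, 0.01% Tween-20.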
Vif-A3G inh: qHTS for Inhibitors of Vif-A3G Interactions: qHTS; Potency, µM (top dose mostly 46.1 µM), for the others: at the top dose activity, negative = active, hits mostly inhibitors; AID 602310, 2012; HeLa A3G-eYFP + Vif (tagged APOBEC3G with the HIV-1 protein that degrades it), YFP fluorescence, overnight; hit rate 0.076% among 410,000;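 note: potency is the fitted concentration of half-maximal effect; % is set by controls: 0 for no effect and ±100 for the full control effect; nearly all actives have a fitted effect of over 60% in size; hits raise eYFP signal because A3G escapes Vif-driven loss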
Target sequence (Q9HC16 whole entry, looked up): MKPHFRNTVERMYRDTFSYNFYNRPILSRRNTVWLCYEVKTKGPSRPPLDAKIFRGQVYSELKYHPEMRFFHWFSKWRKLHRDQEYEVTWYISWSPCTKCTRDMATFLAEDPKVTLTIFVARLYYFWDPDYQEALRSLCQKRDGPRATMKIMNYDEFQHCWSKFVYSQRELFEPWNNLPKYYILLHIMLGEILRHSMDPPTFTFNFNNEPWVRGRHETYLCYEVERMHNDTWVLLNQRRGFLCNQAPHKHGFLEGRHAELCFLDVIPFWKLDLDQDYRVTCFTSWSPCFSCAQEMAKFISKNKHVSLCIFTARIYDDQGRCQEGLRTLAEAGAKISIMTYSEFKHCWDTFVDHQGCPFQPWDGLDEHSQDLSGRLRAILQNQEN
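HeLa cells stably expressing Vif and C-terminally eYFP-tagged A3G, seeded overnight at 37 deg C, then exposed to compound by pintool overnight at 37 deg C. Rise in yellow fluorescence (Ex 488/Em 500-530, Acumen) marks blocked Vif-driven A3G degradation.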
PI4K2A block: qHTS for small molecular inhibitors of PI4K2A; purified PI4K2A, ADP-Glo luminescence, 1 h; hits give low values; activity change, negative = inhibition, % at 76.9 µM; hit rate 0.13% among 420,000; in the data active = activity change below about -50%; inconclusive = mostly about -30% to -49%;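 note: -100% = wells without enzyme as full effect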
Target sequence (Q9BTU6 whole entry, looked up): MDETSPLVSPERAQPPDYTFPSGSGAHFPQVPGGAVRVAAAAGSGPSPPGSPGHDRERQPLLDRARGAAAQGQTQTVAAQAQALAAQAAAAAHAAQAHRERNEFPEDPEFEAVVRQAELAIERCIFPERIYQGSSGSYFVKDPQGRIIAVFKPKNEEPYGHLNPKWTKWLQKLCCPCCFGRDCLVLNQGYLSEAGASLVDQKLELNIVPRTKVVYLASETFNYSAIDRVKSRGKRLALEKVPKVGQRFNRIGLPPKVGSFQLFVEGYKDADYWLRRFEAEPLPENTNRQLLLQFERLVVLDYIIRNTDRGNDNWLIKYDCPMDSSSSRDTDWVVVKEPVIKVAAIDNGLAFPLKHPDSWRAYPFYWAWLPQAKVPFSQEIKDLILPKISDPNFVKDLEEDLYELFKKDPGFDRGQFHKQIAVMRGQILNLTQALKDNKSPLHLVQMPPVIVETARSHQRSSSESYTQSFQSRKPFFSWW
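Compounds are screened against recombinant PI4K2A using PI as substrate and ATP, the latter dispensed at 300 microM. Reactions run one hour at ambient temperature before ADP-Glo detection; full inhibition defined by wells lacking enzyme.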
Vif-APOBEC3F blk: qHTS for Inhibitors of Vif-A3F Interactions: qHTS | AID 602313, 2012 | Potency, µM (top dose mostly 46.1 µM), for the others: top-dose activity, negative = active | HeLa A3F-eYFP + Vif (tagged APOBEC3F with the HIV-1 protein that degrades it), YFP fluorescence increase | hit rate 0.2% among 390,000; note: potency is the fitted concentration of half-maximal effect; % of control where 0% means no effect; nearly all actives have a fitted effect of over 65% in size
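HeLa cells stably expressing A3F-eYFP plus Vif, plated and incubated overnight at 37 deg C, then exposed to compounds overnight at 37 deg C. Blocked degradation read as raised yellow fluorescence (Ex 488/Em 500-530).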
Starred values were filed as active, the others as inactive; ? = inconclusive; / = no result given; & = joins results of further samples; [ ] = remark or other dose. Unless noted, calls come from the whole dose curve; as a rule, active = well fitted curve in the direction sought with a large enough effect; inconclusive = small, poorly fitted or top-dose-only effect, or another doubt; inactive = no such curve, though single readings can be large; an effect the other way counts as inactive or inconclusive.

SMILES	mIDH1 inhibitor	TrxR1 substrate	Glioma ERSR ind	LDHA inh	RXFP1 agonist	USP1-UAF1 inh	Vif-A3G inh	PI4K2A block	Vif-APOBEC3F blk
C[C@@H]1CN([C@@H](C)CO)C(=O)CCCn2nncc2CO[C@H]1CN(C)S(=O)(=O)c1ccc(F)cc1	-2%	/	-3%	-13	/	2%	3%	-2	-18%
Cc1ccc(S(=O)(=O)N2C[C@@H]3[C@H]4CC[C@H](C4)[C@@H]3[C@@H](C)[C@@H]2c2cccn2Cc2ccccc2)cc1	3%	9%	-3%	-5	/	-10%	-1%	-4	2%
CC(=O)c1ccc(S(=O)(=O)NCc2cccnc2)cc1	-14%	7%	-1%	-1	0.7%	-15%	0%	5	5%
COc1ccc(OCC(=O)OCCN(C)C)cc1	1%	-13%	-3%	-3	2.7%	-2%	1%	7	-2%
COc1ccccc1N1CCN(C2CC(=O)N(c3ccccc3)C2=O)CC1 (centres undefined)	-3%	-4%	-2%	0	0.0%	-15%	0%	4	-6%
CCc1ccc(NC(=O)CSc2nccn2C2CCCC2)cc1	-8%	6%[57.1 µM]	1%	-14	2.4%	-1%	0%	2	-1%
COc1ccc(Cl)cc1NC(=O)CC1CCCC1	11%	-6%	-3%	-9	-1.7%	-7%	-10%	-2	-1%
Cc1ccc(S(=O)(=O)N[C@@H](CC(C)C)C(=O)N2CCC(C(=O)N[C@H](C(=O)O)C(C)C)CC2)cc1	-5%	3%	-3%	4	0.4%	-5%	1%	-3	-6%
COc1ccc(CCNC2CC(=O)N(CCc3ccccc3)C2=O)cc1 (centres undefined)	3%	10%	-3%	2	-0.4%	-24%	1%	-1	-1%
O=C(NC1CC1)C1=C[C@H](c2c[nH]c3ccccc23)C[C@H](OCCCCO)O1	-5%	-2%[57.1 µM]	-1%	0	-1.1%	?	0%	-9	1%
COc1ccc(CCNC(=O)Cc2ccc([N+](=O)[O-])cc2)cc1OC	2%	10%[57.1 µM]	-2%	2	0.1%	-13%	1%	-2	-7%
O=C(Nc1ccc(OC(F)F)cc1)c1cc(S(=O)(=O)N2CCCCC2)ccc1N1CCOCC1	0%	4%	0%	-2	-0.1%	-14%	-4%	3	4%
Cc1ccc(S(=O)(=O)N(C)CC(=O)NCCCc2ccccc2)cc1	-1%	3%	-4%	-3	-0.9%	-22%	1%	8	-4%
COc1ccc(/C=N/n2c(COc3ccccc3)n[nH]c2=S)cc1OC	5%	5%[57.1 µM]	-2%	-7	4.4%	-20%	3%	3	18%
Cc1ccc(C)c(Cn2c(C3CC(=O)N(c4ccccc4C)C3)nc3ccccc32)c1 (centres undefined)	-21%	-16%	-3%	-6	-4.8%	-9%	0%	3	6%
O=C(Nc1ccccc1Cl)N1CCN(Cc2ccc3c(c2)OCO3)CC1	-2%	7%[57.1 µM]	-5%	-7	-0.5%	0%	0%	-6	-1%
Cc1noc(C)c1-c1ccc(C(=O)NCCN2CCOCC2)c2occc12	/	/	0%	-5	/	/	1%	-1	/
CCN(CC)CCN(C(=O)c1ccc(CN2CCCCC2)o1)C(C(=O)NC1CCCCC1)c1ccc(F)cc1 (centres undefined)	-9%	1%[57.1 µM]	-2%	-2	9.7%	-12%	2%	2	8%
Cc1cc(F)ccc1NC(=O)C(C(C)C)N1Cc2ccccc2C1=O (centres undefined)	-16%	-9%	-2%	0	0.3%	-7%	10%	-3	-9%
COc1cc(/C=C(\C#N)c2nc3ccccc3c(=O)[nH]2)cc(OC)c1OC	-7%	0%[57.1 µM]	1%	-16	-0.4%	-18%	0%	-2	0%
CC(C)c1ccc(C2CC(=O)c3cnc(N4CCc5ccccc5C4)nc3C2)cc1 (centres undefined)	0%	-13%	-2%	-2	2.5%	2%	0%	1	1%
O=S(=O)(c1cc(C(F)(F)F)ccc1Cl)N1CCCCCC1	-2%	1%	-3%	0	1.0%	-7%	-7%	-1	-5%
CCCCn1c(=O)n(CC2CCC(C(=O)NCCCOC)CC2)c(=O)c2sccc21 (centres undefined)	7%	2%[57.1 µM]	-1%	2	0.2%	-24%	3%	3	-4%
CC(=O)Nc1cccc(NC(=S)Nc2cccc(Cl)c2C)c1	6%	-6%	-1%	-2	-2.6%	-1%	-1%	-1	-16%
O=C(Nc1ccc2ncccc2c1)c1cc(Cl)ccc1Cl	-14%	-2%	0%	-1	-0.4%	-30%	0%	-1	1%
COc1cccc2c1cc1c(=O)n(CC(=O)N3CCN(c4cccc(C)c4C)CC3)nc(C)n12	5%&-12%	9%&9%	-6%&-3%	-1&-5	5.9%	-20%&10%	1%&-7%	-1&-2	?
Cn1c(N)c(C(=O)COC(=O)COc2ccc(C#N)cc2)c(=O)n(C)c1=O	-9%	3%	-1%	1	24%	-1%	1%	-12	-17%
CC(C)[C@@H](C(=O)N1CCCC1)N1C(=O)N2CCc3c([nH]c4ccccc34)[C@@]2(C)C1=O	-1%	5%[57.1 µM]	-5%	-3	-2.4%	-4%	-1%	1	-10%
CC1(C(=O)OCC(=O)NC(=O)c2ccccc2)CC1(Cl)Cl (centres undefined)	2%	-2%	1%	1	-0.5%	-22%	4%	1	-1%
Cc1ccc(/C=C/c2nc3ccccc3c(=O)[nH]2)cc1	6%	55%[activator]	-5%	-7	22%	-9%	-2%	-7	2%
O=S(=O)(c1ccc(F)c(Cl)c1)N1CCCC1	-2%	4%[57.1 µM]	-5%	-3	-0.2%	4%	1%	-3	0%
COc1ccc(Nc2cc(C(=O)NCCCN(C)c3ccccc3)c3ccccc3n2)c(OC)c1	-1%	-8%[57.1 µM]	-3%	2	1.2%	-2%	4%	-2	-5%
CCOC(=O)C1=C(C)N=C2SCCC(=O)N2C1c1ccc(C(=O)OC)cc1 (centres undefined)	-8%	-2%	1%	2	3.4%	-26%	-5%	6	2%
COCc1c(Br)c(C)[nH]c(=O)c1C#N	5%	37%[activator][57.1 µM]	-16%	-7	0.1%	-7%	1%	6	1%
CCOc1ncccc1C(=O)NCCc1ccc(S(N)(=O)=O)cc1	5%	5%	-1%	-8	15%	-17%	0%	-4	5%
CCOC(=O)C1C(c2cccc(Cl)c2Cl)NC(=O)NC1(O)C(F)(F)F (centres undefined)	5%	4%	1%	-14	-2.4%	2%	2%	5	-10%
COc1cc(NC(=O)c2cc3nc(C)cc(C)n3n2)c(OC)cc1Cl	3%	-6%[57.1 µM]	-1%	9	1.1%	-14%	0%	-6	3%
Cc1ccc(CC(=O)N2CCN(C(=O)c3ccco3)CC2)cc1	2%	1%	0%	-7	2.0%	-15%	0%	1	1%
COCCc1nc2ccc(C(=O)N3CCCC(CCCO)C3)cc2o1 (centres undefined)	-9%	1%	0%	-2	6.1%	-25%	0%	1	-2%
CNC(=O)C[C@H]1C(=O)N(Cc2ccccc2)C[C@@H]1C	7%	/	3%	-1	/	-5%	0%	7	-5%
CC(C1CC1)N(Cc1ccccc1)C(=O)NC(=O)c1ccccc1 (centres undefined)	0%	9%[57.1 µM]	-1%	-6	1.8%	-19%	-1%	8	4%
CCOc1ccc(N2C(=O)CC(N)C2=O)cc1 (centres undefined)	1%	7%[57.1 µM]	-17%	-1	-0.1%	-6%	?	8	4%
COc1ccc(N2C(=NC(C)=O)SC3CS(=O)(=O)CC32)cc1OC (centres undefined)	7%	9%[57.1 µM]	-2%	-4	0.7%	-13%	1%	8	3%
O=C(O)CNC(=O)c1nc(-c2ccccc2)n(-c2ccccc2)n1	19%	2%[57.1 µM]	-5%	-13	-0.2%	0%	2%	1	8%
COc1ccc(N2CC(C(=O)OCC(=O)c3ccccc3)CC2=O)cc1 (centres undefined)	6%	-3%	-4%	4	-0.5%	2%	0%	9	3%
O=C(COC(=O)c1cc([N+](=O)[O-])ccc1N1CCOCC1)NCc1ccccc1	-8%	/	-2%	0	/	9%	1%	2	2%
O=C(Nc1ccccn1)c1onc2c1CCCC2	4%	-6%	-13%	-5	-0.5%	-4%	0%	6	0%
Fc1ccc(CNc2ncccn2)cc1	6%	15%	-1%	-5	-1.1%	-16%	0%	4	5%
CCN(CC)S(=O)(=O)c1ccc(Cl)c(C(=O)NC2CCN(Cc3ccccc3)CC2)c1	2%	2%	-9%	-4	2.9%	-14%	1%	-4	1%
COc1ccc(CCC(=O)NNC(=O)c2ccccn2)cc1OC	-1%	-3%	-5%	-5	0.2%	-10%	-5%	-23	-7%

High-throughput results from PubChem.

These rows are one share of the data, so the mix of outcomes need not match the whole.
